EBNA-1 inhibitor: blocks EBNA-1 binding to DNA | inhibition, % at 14.8 µM | actives 0.34% (n = 300,000) | EBNA-1 DNA binding, fluorescence polarization | AID 1950; in the data active means inhibition above about 28%
TPT1 inh: C. albicans TPT1 enzyme inhibition; recombinant caTPT1, FP RNA substrate dephosphorylation; inhibition, % at 5 µM; actives 0.81% (n = 300,000); AID 1962;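 active means inhibition above the mean of all tested compounds plus 3 SD, set per screening campaign, cut at about 24% in these data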;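 further: plate controls were DMSO alone for no effect and ferristatin control at 100 nM for full effect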
Efflux pump mplx: blocks antifungal efflux pumps in multiplex yeast assay; S. cerevisiae Candida pump triplex, Nile Red efflux; inhibition, % at 10 µM; actives 0.44% (n = 330,000);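 active means plate passing quality check with inhibition over a set limit, or well fluorescence over plate mean plus 4 SD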;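 further: Nile Red retained in pooled yeast measured as flow cytometry median fluorescence; 0% = buffer negative control and 100% = Enniatin B positive control; higher means more Nile Red kept so more efflux inhibition; some compounds called inactive have numbers as strong as hits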
ZTA counter: blocks Epstein-Barr virus ZTA, an EBNA-1 counter-screen; P03206; ZTA-DNA binding, fluorescence polarization; inhibition, % at 11 µM; actives 0.15% (n = 320,000); in the data active means inhibition above about 33%
CTSL1 counter: counter-screen for PFM18AAP inhibitors: inhibitors of F. hepatica cathepsin L1 | recombinant F. hepatica cathepsin L1, Z-Leu-Arg-MCA fluorescence | inhibition, % at 5.96 µM | actives 0.49% (n = 300,000) | AID 1906;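 active means inhibition above the mean of all tested compounds plus 3 SD, set per screening campaign, cut at about 17% in these data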;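 further: 0% = plate median of test compound wells and 100% = 1 µM Z-Phe-Ala-diazomethylketone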
PP1 inh: PP1-alpha (human) inhibition in PP5 counter-screen | P62136 | purified PP1alpha, OMFP fluorescence | inhibition, % at 6.7 µM | actives 0.9% (n = 320,000) | AID 2235;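 active means inhibition above the mean inhibition of all tested compounds plus 3 SD, computed separately for each screening campaign, cut at about 15% in these data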
Target sequence (P62136 whole entry, looked up): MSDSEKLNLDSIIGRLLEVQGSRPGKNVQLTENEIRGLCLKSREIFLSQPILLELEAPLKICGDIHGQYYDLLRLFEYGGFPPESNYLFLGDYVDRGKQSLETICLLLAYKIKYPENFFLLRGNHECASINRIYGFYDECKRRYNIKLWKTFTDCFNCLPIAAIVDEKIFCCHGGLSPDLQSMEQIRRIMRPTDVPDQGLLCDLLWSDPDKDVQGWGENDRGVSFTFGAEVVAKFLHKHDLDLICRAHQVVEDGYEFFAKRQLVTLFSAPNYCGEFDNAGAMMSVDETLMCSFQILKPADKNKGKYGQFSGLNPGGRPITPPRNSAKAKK
PREPL inh: inhibits the human prolyl oligopeptidase-like enzyme | actives 0.68% (n = 320,000) | recombinant PREPL, fluorescence polarization activity-based probe | inhibition, % at 5.96 µM | AID 2751 | Q4J6C6; in the data active means inhibition above about 43%;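 further: 0% = enzyme with DMSO and 100% = wells lacking enzyme; many of its hits are not listed in these tables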
Target sequence (Q4J6C6 whole entry, looked up): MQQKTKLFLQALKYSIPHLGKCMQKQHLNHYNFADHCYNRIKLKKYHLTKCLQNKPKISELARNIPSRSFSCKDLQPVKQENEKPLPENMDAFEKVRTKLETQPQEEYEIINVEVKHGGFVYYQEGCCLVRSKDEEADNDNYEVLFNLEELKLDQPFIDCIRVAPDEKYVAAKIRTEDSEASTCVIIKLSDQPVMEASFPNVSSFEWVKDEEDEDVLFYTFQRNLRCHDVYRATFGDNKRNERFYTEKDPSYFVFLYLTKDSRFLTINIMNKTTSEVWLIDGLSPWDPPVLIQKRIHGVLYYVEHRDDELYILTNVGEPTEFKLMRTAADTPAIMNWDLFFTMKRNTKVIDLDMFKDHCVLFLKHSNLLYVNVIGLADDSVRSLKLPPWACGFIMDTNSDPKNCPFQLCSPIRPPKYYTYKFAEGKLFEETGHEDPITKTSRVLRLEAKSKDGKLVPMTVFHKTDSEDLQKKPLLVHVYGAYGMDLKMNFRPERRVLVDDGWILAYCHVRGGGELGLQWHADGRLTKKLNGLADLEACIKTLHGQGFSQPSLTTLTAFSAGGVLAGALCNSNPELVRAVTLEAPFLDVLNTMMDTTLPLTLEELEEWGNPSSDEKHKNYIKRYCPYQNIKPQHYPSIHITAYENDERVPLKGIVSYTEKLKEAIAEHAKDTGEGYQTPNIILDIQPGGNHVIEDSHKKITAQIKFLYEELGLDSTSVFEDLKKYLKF
core dimer inh: HCV core protein dimerization inhibition; actives 0.33% (n = 300,000); AID 1899; inhibition, % at 5 µM; TR-FRET GST/Flag-core106 dimerization, 1536-well;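 active means inhibition above the mean of all tested compounds plus 3 SD, set per screening campaign, cut at about 45% in these data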
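Test system: GST/Flag-tagged HCV core106 proteins; Medium: KF-containing HEPES buffer, pH 7.45, DTT, CHAPS, BSA; Times: compound-protein-antibody incubation 4 h at 22.5 °C; Detection: TR-FRET 671 and 617 nm emission; Benchmarks: wells lacking GST-core106 and wells with excess unlabelled core106.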
PP5 primary: PP5 (human) phosphatase inhibition. P53041. purified PP5c, OMFP substrate fluorescence. inhibition, % at 6.7 µM. actives 0.18% (n = 320,000);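 active means inhibition above the campaign's mean inhibition across all tested compounds plus 3 SD, cut at about 9.5% in these data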;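 further: 0% = DMSO only and 100% = 100 µM cantharidin control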
* hit, by the source's call; x = not tested or not shown.

SMILES	EBNA-1 inhibitor	TPT1 inh	Efflux pump mplx	ZTA counter	CTSL1 counter	PP1 inh	PREPL inh	core dimer inh	PP5 primary
O=S(=O)(c1ccc2c(c1)C(O)c1ccccc1CC2)C(F)(F)F (stereo not drawn)	x	x	-0.2	-16	x	3	12	x	5.8
COc1cc(OC)cc(C(=O)Nc2ccc(-c3nc4ccccc4o3)c(O)c2)c1	-22	4	0.2	24	8	0	-13	18	5.5
Cc1nc(SCc2cccnc2)[nH]c(=O)c1C	-2	1	0.2	-4	-2	0	-6	-5	0.6
CC(O)CNc1nc2ccccc2n1CC(=O)NCC(F)(F)F (stereo not drawn)	0	-3	0.0	-1	3	-2	-3	0	-0.7
O=C(O)c1cc(-c2ccc(/C=N/N3C(=O)C4C5C=CC(CC5)C4C3=O)o2)ccc1Cl (stereo not drawn)	5	-1	0.0	16	2	-1	1	1	1.6
CC(CP(=O)(O)O)NC(=O)Cc1ccccc1 (stereo not drawn)	-3	-4	-0.1	-1	5	3	21	-1	4.0
Cc1nc(SCC(=O)c2cccs2)c2oc3ccccc3c2n1	0	1	-0.1	16	1	1	-13	18	1.2
Cc1oc(-c2cc(F)cc(F)c2)nc1CN1CCSCC1	-1	3	0.0	9	-2	0	-2	5	-1.1
CC(C)CC(COCc1ccc(Cl)cc1)N1CCN(C(=O)c2ccc(Cl)cc2Cl)CCC1=O (stereo not drawn)	-5	6	0.4	11	3	6	22	2	2.7
C=CCNC(=S)Nc1cccc2[nH]ncc12	-6	0	0.1	5	-2	4	25	-6	0.8
O=C(NC(NC(=S)Nc1ccc(Cl)cc1)C(Cl)(Cl)Cl)c1ccco1 (stereo not drawn)	0	-3	0.3	4	-1	-1	-6	5	3.5
Cc1cc(F)c(F)c(C(=O)N2CCN(C)CC2)c1Cl	11	4	0.0	-2	-2	-2	2	-9	1.0
Cn1c(SCC(=O)NCC2CCCO2)ncc(C(=O)Nc2ccc(F)cc2)c1=O (stereo not drawn)	17	4	-0.1	7	3	-6	-3	3	-3.1
O=C(O)c1ccccc1C(=O)Nc1nc(-c2ccccc2)cs1	1	-5	-0.1	-11	-3	-1	4	-6	1.2
CCNC(=S)N(CCCN(C)C)Cc1cc2cc3c(cc2[nH]c1=O)OCCO3	-3	3	0.1	12	-1	-2	-8	-2	-1.0
CCN1C(=O)c2cccc3c(S(=O)(=O)Nc4nc(C)cs4)ccc1c23	13	-3	-0.1	-1	5	-4	-2	6	-0.9
COc1ccc(NC(=O)CSc2nc3c(c(=O)n(C)c(=O)n3C)n2C)c(OC)c1	3	-1	-0.3	-24	2	-2	10	-15	2.6
NC(=O)C1CCN(C(=O)COc2ccc(S(=O)(=O)NC3CCCC3)cc2)CC1	5	-2	-0.1	4	-1	-4	0	12	1.5
CCC(=O)c1ccc(O)cc1	3	-1	-0.1	-2	7	-1	8	-5	-2.0
Cc1cc(OCc2nc(-c3ccncc3)no2)cc(C)c1Cl	-6	1	-0.2	-9	1	5	1	9	2.7

Compound profiles (already shown). Order of values: EBNA-1 inhibitor	TPT1 inh	Efflux pump mplx	ZTA counter	CTSL1 counter	PP1 inh	PREPL inh	core dimer inh	PP5 primary
NC(=O)C1CCN(C(=O)COc2ccc(S(=O)(=O)NC3CCCC3)cc2)CC1 as listed: 5	-2	-0.1	4	-1	-4	0	12	1.5
CCN1C(=O)c2cccc3c(S(=O)(=O)Nc4nc(C)cs4)ccc1c23 as listed: 13	-3	-0.1	-1	5	-4	-2	6	-0.9
CCNC(=S)N(CCCN(C)C)Cc1cc2cc3c(cc2[nH]c1=O)OCCO3 as listed: -3	3	0.1	12	-1	-2	-8	-2	-1.0
O=C(O)c1ccccc1C(=O)Nc1nc(-c2ccccc2)cs1 as listed: 1	-5	-0.1	-11	-3	-1	4	-6	1.2

Structures listed so far that have an aryl methoxy group:
SMILES	EBNA-1 inhibitor	TPT1 inh	Efflux pump mplx	ZTA counter	CTSL1 counter	PP1 inh	PREPL inh	core dimer inh	PP5 primary
COc1cc(OC)cc(C(=O)Nc2ccc(-c3nc4ccccc4o3)c(O)c2)c1	-22	4	0.2	24	8	0	-13	18	5.5
COc1ccc(NC(=O)CSc2nc3c(c(=O)n(C)c(=O)n3C)n2C)c(OC)c1	3	-1	-0.3	-24	2	-2	10	-15	2.6

Continuation:
SMILES	EBNA-1 inhibitor	TPT1 inh	Efflux pump mplx	ZTA counter	CTSL1 counter	PP1 inh	PREPL inh	core dimer inh	PP5 primary
COc1ccc(S(=O)(=O)N2CCCC2C(=O)NCc2ccccc2Cl)cc1 (stereo not drawn)	6	-2	-0.1	-9	0	-2	4	-5	-0.5
N/C(Cc1ccc([N+](=O)[O-])cc1)=N\OC(=O)CC1CCCCC1	-4	4	0.0	-2	-2	-1	1	7	-1.4
Brc1ccc(-c2csc(/N=C/N3CCCC3)n2)cc1	-10	-2	0.0	-1	1	-2	3	7	6.0
COc1ccc(CC(NC(C)=O)C(=O)NC2CCN(S(=O)(=O)c3ccc(NC(C)=O)cc3)CC2)cc1OC (stereo not drawn)	4	-1	-0.1	11	-2	-1	4	-1	0.3
Cc1ccc(NCc2nnc(SCC(N)=O)n2CC2CCCO2)c(C)c1 (stereo not drawn)	-2	-5	0.2	-4	-2	-2	2	-6	2.0
CC1=CC(C)(C)NC(=O)N1c1ccc(C)cc1	4	-1	0.2	6	4	-3	-4	2	3.4
O=C1NC(NS(=O)(=O)c2ccccc2)(C(F)(F)F)C(=O)N1c1ccc(F)cc1 (stereo not drawn)	4	-4	0.1	5	-1	-1	-4	0	0.9
N#Cc1cn(CC(=O)N2CCCc3ccccc32)c2ccccc12	-8	0	0.1	16	-4	4	13	5	4.3
CN(CC(=O)Nc1ccc(Cl)c(C(F)(F)F)c1)C(=O)c1cn2ccccc2n1	-12	-1	-0.1	-21	-5	1	28	-1	1.7
Cc1nc(N2CCN(c3ccccn3)CC2)c2c(C)c(C(=O)Nc3ccc(F)c(Cl)c3)sc2n1	-1	-2	0.3	-5	-1	-1	6	29	3.9

An excerpt of these results, with values under each structure:
Every second line gives: EBNA-1 inhibitor	TPT1 inh	Efflux pump mplx	ZTA counter	CTSL1 counter	PP1 inh	PREPL inh	core dimer inh	PP5 primary
- Cc1ccc(NCc2nnc(SCC(N)=O)n2CC2CCCO2)c(C)c1 (stereo not drawn)
→ -2	-5	0.2	-4	-2	-2	2	-6	2.0
- CC1=CC(C)(C)NC(=O)N1c1ccc(C)cc1
→ 4	-1	0.2	6	4	-3	-4	2	3.4

The list goes on:
SMILES	EBNA-1 inhibitor	TPT1 inh	Efflux pump mplx	ZTA counter	CTSL1 counter	PP1 inh	PREPL inh	core dimer inh	PP5 primary
COCC1CCN(c2nc3nonc3nc2N2CCSCC2)C1 (stereo not drawn)	7	-2	-0.2	7	1	-2	22	-4	-1.1
O=C(Cn1ncn2nc(-c3ccccc3)cc2c1=O)NCc1ccccn1	-7	-1	-0.1	9	3	3	-14	-3	0.3
O=C(COC(=O)c1ccccc1Cl)Nc1ccc2[nH]c(=O)[nH]c2c1	-1	-4	0.0	19	-5	-9	2	-1	1.2
COc1ccc(C(=O)Cc2ccccc2)cc1OC	3	-2	4.9	-2	1	-7	7	1	1.4
Cc1noc(C)c1S(=O)(=O)N(CC(=O)N1CCCCCC1)c1ccc(C(C)C)cc1	4	-2	-0.1	0	2	3	-2	5	1.0
COc1ccc(N2CCN(CCNC(=O)c3c(C)cc(=O)oc3C)CC2)cc1	-8	2	0.0	2	-1	-4	24	2	3.0
CCCCN(C(=O)c1ccc2c(c1)OCCO2)c1c(N)n(CC(C)C)c(=O)[nH]c1=O	-1	-2	0.0	1	1	-2	4	-1	0.9
COc1ccc(Cl)cc1S(=O)(=O)N1CCN(CC(=O)C(C)(C)C)CC1	-6	0	0.2	-8	-9	0	10	6	1.7
C/C(=C\C(=O)c1ccc(F)cc1)Nc1ccc(N2CCOCC2)cc1	9	1	-0.1	9	5	4	22	-2	3.1
CCC1(CC)Nc2ccccc2C(=O)N1c1ccc(NC(C)=O)cc1	0	-3	-0.2	-12	2	-1	15	-3	-3.4
C/C(CCC12CC3CC(CC(C3)C1)C2)=N\NC(N)=S	7	-5	0.1	0	3	-1	-10	0	1.3
C=CCN1C(=O)c2ccc(C(=O)N(C)CC(=O)Nc3ccc(OCC)c(OCC)c3)cc2C1=O	5	1	0.0	-1	2	-6	2	-1	1.4
CN(C)S(=O)(=O)NCCNC(=O)c1cc(OCC(F)(F)F)ccc1OCC(F)(F)F	-4	0	0.1	-10	1	-6	2	-1	0.8
CCCCOc1ccc(NC(=O)CSCC(=O)OCC)cc1	-4	-1	0.1	-8	0	-1	3	-1	1.1
CCc1ccc(NC(=O)C2=CC(c3ccc(OC)c(OC)c3)=NS(=O)(=O)N2C)cc1	4	-2	0.0	5	2	2	3	24	3.9
O=C(CN(C(=O)c1csnn1)c1ccc2c(c1)OCCO2)NCc1ccc(F)cc1	-1	-4	-0.1	0	-3	0	4	14	0.6
Cc1cc(OCC(=O)NCCCN2CCOCC2)c2c(C)cc(=O)oc2c1	-4	-2	-0.1	3	-1	0	-1	3	-0.8
NC(=O)c1ccc(NC(=O)CNC(c2ccccc2)c2ccccc2)cc1	-1	-2	-1.3	1	0	1	-2	11	-1.7
CCOc1ccc(OCC)c(NC(=O)C2C3C=CC(O3)C2C(=O)NCc2ccco2)c1 (stereo not drawn)	-11	-2	0.0	-10	2	-2	7	-8	-0.7
Cc1cc(C)cc(NC(=O)/C=C/c2ccc([N+](=O)[O-])s2)c1	9	8	-0.4	-2	-2	1	-7	-4	0.8
CC(=O)c1ccc(NC(=O)C(C)N(C)CC(=O)Nc2ccc(N3CCOCC3)cc2)cc1 (stereo not drawn)	-9	0	0.0	-11	1	0	0	-10	-0.5
Clc1ccc(CON/C=N/c2ncnc3sccc23)c(Cl)c1	4	-3	-0.1	-4	3	1	-37	-6	0.8
Nc1c(-c2ccc(Cl)cc2)cnn1-c1cc(C(F)(F)F)cc(C(F)(F)F)c1	-4	0	0.1	2	-5	-1	4	-4	1.4
CCOC(=O)N1CCN(S(=O)(=O)c2ccc(OCC(=O)OC)c(C)c2)CC1	3	-2	-0.1	-13	-3	-4	3	0	1.6
COc1cccc(CNc2ccc(S(N)(=O)=O)cc2)c1OCc1ccccc1F	3	-4	-2.9	-2	0	-1	13	3	1.6
O=C(CN1C(=O)CSc2cc(S(=O)(=O)N3CCCCCC3)ccc21)NCCc1ccccc1	-6	-1	0.3	1	1	7	14	16	3.5
O=C1CCCC(c2ccccc2)N1 (stereo not drawn)	1	0	-0.1	-17	0	3	9	-8	0.1
CC(C)Oc1cccc(C(=O)Nc2ccc(Br)cc2F)c1	9	2	0.1	12	0	3	-5	-7	1.6
Cc1nc(Cc2nnc(SCC(=O)N(C)c3ccccc3)o2)cs1	-5	-1	0.1	1	1	-6	-2	1	1.1
COc1cc2c(cc1OC)C(c1ccccc1)=NCC2	-10	-1	0.0	-11	-6	-3	7	-7	2.8
Cc1ccccc1CC(=O)N1CCCC(CNC(=O)c2ccc(F)cc2)C1 (stereo not drawn)	-2	1	0.2	3	-5	-2	21	5	-1.9
N#Cc1c(N2CCCC2)nc(N)c2c(N)nc(N3CCCC3)cc12	10	0	-0.3	60*	110*	6	41	-6	16*

In the list so far, these have two or more sulfur atoms.
SMILES	EBNA-1 inhibitor	TPT1 inh	Efflux pump mplx	ZTA counter	CTSL1 counter	PP1 inh	PREPL inh	core dimer inh	PP5 primary
Cc1nc(SCC(=O)c2cccs2)c2oc3ccccc3c2n1	0	1	-0.1	16	1	1	-13	18	1.2
CCN1C(=O)c2cccc3c(S(=O)(=O)Nc4nc(C)cs4)ccc1c23	13	-3	-0.1	-1	5	-4	-2	6	-0.9
O=C(CN1C(=O)CSc2cc(S(=O)(=O)N3CCCCCC3)ccc21)NCCc1ccccc1	-6	-1	0.3	1	1	7	14	16	3.5
Cc1nc(Cc2nnc(SCC(=O)N(C)c3ccccc3)o2)cs1	-5	-1	0.1	1	1	-6	-2	1	1.1

Compound activity deposited in PubChem BioAssay by several laboratories.

This is a subset. The share of hits here may be higher or lower than overall.
